From PubChem BioAssay
HGIII-sPLA2 inh: Inhibits HGIII-sPLA2 liposome hydrolysis, primary screen; QFRET BODIPY PC-A2 liposome hydrolysis, fluorescence; AID 743126; inhibition, % at 12.2 µM; 0.56% of 370,000 active;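 active means inhibition above mean plus 3 SD of compounds lying within the high and low control bounds, cut at about 19% in these data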;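 further: 0% = median of test compound wells and 100% = no enzyme DMSO wells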
Target sequence (Q9NZ20 whole entry, looked up): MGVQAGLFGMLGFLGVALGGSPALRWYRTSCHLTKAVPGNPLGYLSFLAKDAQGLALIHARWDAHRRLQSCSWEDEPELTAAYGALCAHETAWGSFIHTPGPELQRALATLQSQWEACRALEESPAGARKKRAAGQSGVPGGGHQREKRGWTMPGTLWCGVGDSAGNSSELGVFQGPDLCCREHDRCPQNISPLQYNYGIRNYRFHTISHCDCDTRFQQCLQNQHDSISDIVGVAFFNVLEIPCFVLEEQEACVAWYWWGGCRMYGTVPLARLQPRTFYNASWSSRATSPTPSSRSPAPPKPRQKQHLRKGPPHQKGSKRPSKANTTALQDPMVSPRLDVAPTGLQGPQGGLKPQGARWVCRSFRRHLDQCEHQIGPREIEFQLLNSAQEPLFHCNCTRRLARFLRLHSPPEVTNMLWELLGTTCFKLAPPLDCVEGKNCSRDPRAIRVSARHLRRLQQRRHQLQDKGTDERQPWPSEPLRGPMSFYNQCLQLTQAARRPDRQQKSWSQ
DAX1 inh-1: inhibits human nuclear receptor DAX1; P51843; HEK293 Gal4-DAX1 luciferase reporter, luminescence; inhibition, % at 6.75 µM; 0.99% of 340,000 active; AID 504766;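 active means inhibition above the mean over all tested compounds plus 3 SD, cut at about 4.2% in these data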;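 further: 0% = DAX1-transfected cells with DMSO and 100% = empty-vector control cells with DMSO; inhibition shows as a rise in luminescence from relieved DAX1 repression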
Target sequence (P51843 207-470 limits assumed): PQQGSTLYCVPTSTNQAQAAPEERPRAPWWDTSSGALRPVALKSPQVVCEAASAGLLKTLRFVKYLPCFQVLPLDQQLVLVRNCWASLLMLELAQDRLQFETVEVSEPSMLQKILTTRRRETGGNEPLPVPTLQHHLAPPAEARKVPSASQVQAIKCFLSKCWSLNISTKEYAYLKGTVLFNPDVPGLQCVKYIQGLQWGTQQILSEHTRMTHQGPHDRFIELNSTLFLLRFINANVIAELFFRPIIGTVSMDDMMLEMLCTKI
ssDAF-12 act: activators of S. stercoralis DAF-12 nuclear receptor; HEK293 ssDAF-12/GRIP1 lit1-tk-luc reporter, luminescence; % of 3 µM dafachronic acid response; activation, % at 6.8 µM; 1% of 370,000 active;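 active means activation above the mean over all tested compounds plus 3 SD, cut at about 0.9% in these data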;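 further: 0% = DMSO-only wells and 100% = 3 µM delta7-dafachronic acid wells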
PG9 binder: PG9 antibody binding by small molecule; TR-FRET gp120-PG9 antibody binding; inhibition, % at 6.7 µM; 0.43% of 360,000 active; in the data active means inhibition above about 8.5%
FXN GAA850 act: frataxin GAA850 promoter activation. 0.56% of 360,000 active. activation, % at 6 µM. HEK293 lucGAA850 FXN promoter luciferase reporter, 24 h; percent of 10 µM SAHA response;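 active means activation above the average of all compounds screened plus 3 SD, cutoff fixed separately per campaign, cut at about 7.5% in these data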;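 further: 0% = DMSO wells and 100% = 10 µM SAHA wells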
SMARCA2 activ: SMARCA2 function activation, primary screen | 1% of 370,000 active | activation, % at 9.1 µM | MG213 cells, MMTV-luciferase reporter, dexamethasone, overnight; in the data active means activation above about 7.8%;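 further: 0% = vehicle wells and 100% = reference activator wells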
Rev-erbA mod: modulators of human Rev-erb alpha DNA binding. P20393. 0.79% of 370,000 active. AID 1259318. Rev-erbα–FITC-DNA binding, fluorescence polarization, 90 min. activity, % at 10 µM;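 active means activity above about 14%, limit read from the data; passing the limit was not always enough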;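 further: 0% = DMSO wells with 35 nM protein and 100% = DMSO wells with 750 nM protein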
hcDAF12 agonist: activators of H. contortus DAF-12 nuclear receptor | 1.4% of 370,000 active | activation, % at 6.8 µM | HEK293 hcDAF-12 lit1-tk-luc reporter, luminescence; 0% DMSO, 100% Δ7-dafachronic acid;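 active means activation above the mean of all tested compounds plus 3 SD, cut at about 5.5% in these data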;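 further: 100% = response to 3 µM Δ7-dafachronic acid high control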
PLCb3 inh: inhibitors of human phospholipase C beta3; Q01970; Purified PLC-beta3, fluorogenic substrate, fluorescence; inhibition, % at 12.2 µM; 0.18% of 370,000 active; in the data active means inhibition above about 11%;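 further: 0% = median of compound wells on plate and 100% = full blocker control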
DAX1 inh-2: blocks DAX1 repression of SF-1 activated StAR promoter; AID 652010; 1.1% of 370,000 active; HEK293T StAR-luciferase reporter, SF-1/DAX-1 repression relief; inhibition, % at 6.8 µM;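 active means inhibition above the mean over all tested compounds plus 3 SD, cut at about 3.6% in these data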;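 further: 0% = DAX-1 cells with DMSO and 100% = cells lacking DAX-1 with DMSO; higher inhibition means more luminescence from relief of DAX-1 repression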
hgDAF12 agonist: activates the H. glycines DAF-12 receptor ligand-binding domain; HEK293 GAL4-hgDAF12 UAS-luciferase reporter, agonist luminescence; normalized to butyrate control; activation, % at 6.8 µM; 1.8% of 370,000 active;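 active means activation above a cutoff set at the mean of all screened compounds plus 3 SD, cut at about 10% in these data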;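 further: 0% = DMSO wells and 100% = sodium butyrate wells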
* = called active by the depositor. Compounds as they come (roughly 7% active in at least one column).

The first 2 entries, ahead of the listing:
What do the screens show for `Cc1ccc(C(C(=O)NC(C)(C)C)N(Cc2ccc3c(c2)OCO3)C(=O)c2ccc(CN3CCOCC3)o2)o1` (stereo not drawn)?
HGIII-sPLA2 inh: -3.0; DAX1 inh-1: 0.4; ssDAF-12 act: -2.0; PG9 binder: 0.3; FXN GAA850 act: 0.3; SMARCA2 activ: 0.5; Rev-erbA mod: -2.0; hcDAF12 agonist: -2.2; PLCb3 inh: -6.3; DAX1 inh-2: 0.1; hgDAF12 agonist: -0.4

What do the screens show for `C/C(CS(=O)(=O)c1ccccc1)=N\O`?
HGIII-sPLA2 inh: 3.5; DAX1 inh-1: -0.2; ssDAF-12 act: -1.3; PG9 binder: -3.1; FXN GAA850 act: -0.9; SMARCA2 activ: 4.6; Rev-erbA mod: 4.5; hcDAF12 agonist: 2.3; PLCb3 inh: 2.9; DAX1 inh-2: -0.3; hgDAF12 agonist: -2.6

The listing (from the top)
What do the screens show for `Cc1ccc(C(C(=O)NC(C)(C)C)N(Cc2ccc3c(c2)OCO3)C(=O)c2ccc(CN3CCOCC3)o2)o1` (stereo not drawn)?
HGIII-sPLA2 inh: -3.0; DAX1 inh-1: 0.4; ssDAF-12 act: -2.0; PG9 binder: 0.3; FXN GAA850 act: 0.3; SMARCA2 activ: 0.5; Rev-erbA mod: -2.0; hcDAF12 agonist: -2.2; PLCb3 inh: -6.3; DAX1 inh-2: 0.1; hgDAF12 agonist: -0.4

What do the screens show for `C/C(CS(=O)(=O)c1ccccc1)=N\O`?
HGIII-sPLA2 inh: 3.5; DAX1 inh-1: -0.2; ssDAF-12 act: -1.3; PG9 binder: -3.1; FXN GAA850 act: -0.9; SMARCA2 activ: 4.6; Rev-erbA mod: 4.5; hcDAF12 agonist: 2.3; PLCb3 inh: 2.9; DAX1 inh-2: -0.3; hgDAF12 agonist: -2.6

Results for O=[N+]([O-])c1ccc(CSc2nnc(SCc3ccc(Cl)cc3)s2)cc1 ?
HGIII-sPLA2 inh: -0.4; DAX1 inh-1: 0.1; ssDAF-12 act: -1.0; PG9 binder: -0.3; FXN GAA850 act: 3.0; SMARCA2 activ: -2.4; Rev-erbA mod: 8.0; hcDAF12 agonist: -1.2; PLCb3 inh: -3.2; DAX1 inh-2: -0.2; hgDAF12 agonist: 1.4

Results for Cc1ccccc1CSc1nnc(Cn2c(=O)sc3ccccc32)n1C ?
HGIII-sPLA2 inh: 2.7; DAX1 inh-1: 0.5; ssDAF-12 act: -1.2; PG9 binder: 0.2; FXN GAA850 act: -1.1; SMARCA2 activ: -0.3; Rev-erbA mod: 2.8; hcDAF12 agonist: -1.7; PLCb3 inh: 4.8; DAX1 inh-2: 0.0; hgDAF12 agonist: 0.5

Results for C[C@@H]1CC=C[C@@H]2[C@H]1C(=O)N(Cc1ccccc1)[C@H]2c1cccc(Br)c1 ?
HGIII-sPLA2 inh: 11.5; DAX1 inh-1: -1.1; ssDAF-12 act: -0.9; PG9 binder: -0.6; FXN GAA850 act: 1.7; SMARCA2 activ: -3.4; Rev-erbA mod: 0.4; hcDAF12 agonist: -0.2; PLCb3 inh: 4.4; DAX1 inh-2: -0.3; hgDAF12 agonist: 0.3

What do the screens show for `CCn1cc(Br)c(C(=O)NC(=S)Nc2ccc(C(=O)OC)cc2)n1`?
HGIII-sPLA2 inh: -5.3; DAX1 inh-1: 0.7; ssDAF-12 act: -1.1; PG9 binder: -1.9; FXN GAA850 act: 0.1; SMARCA2 activ: 2.0; Rev-erbA mod: 13.5; hcDAF12 agonist: -0.7; PLCb3 inh: 2.5; DAX1 inh-2: -0.2; hgDAF12 agonist: -1.0

Results for COc1ccc(-c2c([C@H]3[C@H]4C=CC[C@@H](C)[C@@H]4C(=O)N3Cc3ccccc3)ccc3ccccc23)cc1OC ?
HGIII-sPLA2 inh: -1.3; DAX1 inh-1: 0.4; ssDAF-12 act: -2.1; PG9 binder: 0.7; FXN GAA850 act: -1.9; SMARCA2 activ: -1.7; Rev-erbA mod: 1.0; hcDAF12 agonist: -1.1; PLCb3 inh: -3.8; DAX1 inh-2: -0.9; hgDAF12 agonist: 1.1

How did Cc1cccc(OCCCCN2CCNCC2)c1 do in these assays?
HGIII-sPLA2 inh: 1.7; DAX1 inh-1: 1.1; ssDAF-12 act: -2.0; PG9 binder: 1.2; FXN GAA850 act: 1.1; SMARCA2 activ: 0.3; Rev-erbA mod: -0.7; hcDAF12 agonist: 0.2; PLCb3 inh: -5.8; DAX1 inh-2: 0.7; hgDAF12 agonist: 0.3

Results for CN(c1cccc(F)c1)c1cc2c(c3c1ccn3C)C1CCC2O1 (stereo not drawn) ?
HGIII-sPLA2 inh: -10.7; ssDAF-12 act: -1.2; PG9 binder: -1.4; SMARCA2 activ: -0.9; Rev-erbA mod: -2.5; hcDAF12 agonist: -1.4; PLCb3 inh: -23.8; DAX1 inh-2: -0.5; hgDAF12 agonist: 2.1

Results for CC(C)(C)NC(=O)c1cc2c(ccc3ccccc32)oc1=O ?
HGIII-sPLA2 inh: -0.3; DAX1 inh-1: 0.0; ssDAF-12 act: -1.6; PG9 binder: -0.2; FXN GAA850 act: 3.5; SMARCA2 activ: 0.7; Rev-erbA mod: 37.2*; hcDAF12 agonist: -1.4; PLCb3 inh: -87.1; DAX1 inh-2: -0.4; hgDAF12 agonist: 1.2

What do the screens show for `COc1ccc(C)cc1S(=O)(=O)N(C)CC(=O)NCc1ccccn1`?
HGIII-sPLA2 inh: -0.8; DAX1 inh-1: 0.9; ssDAF-12 act: 0.5; PG9 binder: -2.2; FXN GAA850 act: 1.2; SMARCA2 activ: -2.1; Rev-erbA mod: 3.7; hcDAF12 agonist: -0.4; PLCb3 inh: -2.1; DAX1 inh-2: -0.2; hgDAF12 agonist: 3.4

How did Clc1ccc([C@H]2OC[C@@]3(CNC4CCCCC4)CS[C@H](c4ccc(Cl)cc4)N23)cc1 do in these assays?
HGIII-sPLA2 inh: 7.0; ssDAF-12 act: -1.8; SMARCA2 activ: 0.1; Rev-erbA mod: 7.6; hcDAF12 agonist: -2.6; PLCb3 inh: 1.8; DAX1 inh-2: 0.8; hgDAF12 agonist: -4.7

Results for O=c1ccc(OCCOc2ccccc2)nn1-c1ccccc1 ?
HGIII-sPLA2 inh: 2.5; DAX1 inh-1: 0.8; ssDAF-12 act: -1.2; PG9 binder: -0.1; FXN GAA850 act: 2.1; SMARCA2 activ: 1.9; Rev-erbA mod: -0.4; hcDAF12 agonist: -2.2; PLCb3 inh: 1.6; DAX1 inh-2: -0.9; hgDAF12 agonist: -2.8

Results for CCOc1cc(/C=C2/C(=O)ON=C2C)cc(Br)c1O ?
HGIII-sPLA2 inh: 4.1; DAX1 inh-1: -0.1; ssDAF-12 act: -0.7; PG9 binder: -1.7; FXN GAA850 act: 0.8; SMARCA2 activ: -2.0; Rev-erbA mod: -3.5; hcDAF12 agonist: -2.2; PLCb3 inh: -5.8; DAX1 inh-2: 0.1; hgDAF12 agonist: 2.2

How did CO/C=C/C#CC1(O)CCN(C)CC1 do in these assays?
HGIII-sPLA2 inh: 1.0; DAX1 inh-1: -1.0; ssDAF-12 act: -1.1; PG9 binder: 0.0; FXN GAA850 act: -1.6; SMARCA2 activ: -1.8; Rev-erbA mod: 0.8; hcDAF12 agonist: -2.4; PLCb3 inh: 2.1; DAX1 inh-2: 1.8; hgDAF12 agonist: 1.7

Results for O=C(Nc1ccc(N=Nc2ccccc2)c(NC(=O)C2CCCO2)c1)C1CCCO1 (stereo not drawn) ?
HGIII-sPLA2 inh: 10.6; DAX1 inh-1: -2.5; ssDAF-12 act: -1.7; PG9 binder: -0.6; FXN GAA850 act: -1.0; SMARCA2 activ: -4.0; Rev-erbA mod: 5.2; hcDAF12 agonist: -2.6; PLCb3 inh: -0.3; DAX1 inh-2: -2.4; hgDAF12 agonist: -2.2

What do the screens show for `COc1ccc(OCC(=O)Nc2ccc(NC(=O)c3ccco3)c(C)c2)cc1`?
HGIII-sPLA2 inh: 1.3; DAX1 inh-1: -1.5; ssDAF-12 act: -0.6; PG9 binder: -1.3; FXN GAA850 act: 0.0; SMARCA2 activ: -2.2; Rev-erbA mod: 2.0; hcDAF12 agonist: -0.5; PLCb3 inh: -0.3; DAX1 inh-2: 0.3; hgDAF12 agonist: 2.2

What do the screens show for `Cc1cc(C(C)(C)C)cc(C)c1CCNC(=O)c1ccc[n+]([O-])c1`?
HGIII-sPLA2 inh: 1.8; DAX1 inh-1: -1.4; ssDAF-12 act: -1.2; PG9 binder: 0.9; FXN GAA850 act: -4.6; SMARCA2 activ: 1.4; Rev-erbA mod: 2.8; hcDAF12 agonist: -2.3; PLCb3 inh: -8.8; DAX1 inh-2: -0.8; hgDAF12 agonist: -7.4

What do the screens show for `COCCn1c(N2CCN(c3ccc(OC)cc3)CC2)nc2c1c(=O)[nH]c(=O)n2C`?
HGIII-sPLA2 inh: 5.1; DAX1 inh-1: -0.2; ssDAF-12 act: -1.3; PG9 binder: 0.9; FXN GAA850 act: -0.7; SMARCA2 activ: -2.5; Rev-erbA mod: -2.5; hcDAF12 agonist: -1.1; PLCb3 inh: -1.7; DAX1 inh-2: 0.1; hgDAF12 agonist: -1.7

How did O=C1NC[C@@H](c2ccccc2)OC(=O)[C@@H](Cc2ccc(F)cc2)C/C=C\C[C@@H]1CC(=O)N(CCO)Cc1ccccc1 do in these assays?
HGIII-sPLA2 inh: -5.0; DAX1 inh-1: 0.7; ssDAF-12 act: -1.4; PG9 binder: 0.3; FXN GAA850 act: -1.6; SMARCA2 activ: -0.8; Rev-erbA mod: 14.2; hcDAF12 agonist: 0.8; PLCb3 inh: 5.4; DAX1 inh-2: -0.2; hgDAF12 agonist: -0.8

Results for Nn1c(SCC(=O)Nc2c(F)cc(F)cc2Br)nnc1C1CCCCC1 ?
HGIII-sPLA2 inh: 6.5; DAX1 inh-1: 1.9; ssDAF-12 act: -1.1; PG9 binder: -0.8; FXN GAA850 act: -0.9; SMARCA2 activ: -2.2; Rev-erbA mod: -5.0; hcDAF12 agonist: -1.6; PLCb3 inh: 1.0; DAX1 inh-2: -5.3; hgDAF12 agonist: 0.2

What do the screens show for `COC(=O)c1ccc(C)c(NC(=O)Cc2coc3cc(OC)ccc23)c1`?
HGIII-sPLA2 inh: -5.6; DAX1 inh-1: -1.4; ssDAF-12 act: -1.3; PG9 binder: -0.6; FXN GAA850 act: 2.2; SMARCA2 activ: -1.6; Rev-erbA mod: -4.1; hcDAF12 agonist: -1.1; PLCb3 inh: -4.1; DAX1 inh-2: -0.8; hgDAF12 agonist: -3.3

How did CCc1ccc2c(c1)C(c1ccc([N+](=O)[O-])cc1)=NNC(c1ccccc1)=N2 do in these assays?
HGIII-sPLA2 inh: 3.7; DAX1 inh-1: 0.5; ssDAF-12 act: -1.8; PG9 binder: -1.5; FXN GAA850 act: 1.5; SMARCA2 activ: -3.0; Rev-erbA mod: 3.9; hcDAF12 agonist: -1.6; PLCb3 inh: 0.6; DAX1 inh-2: -0.8; hgDAF12 agonist: 1.6

What do the screens show for `O=C(NC1CCCC1)C(c1cccs1)N(C(=O)c1ccco1)c1ccc2c(c1)OCO2` (stereo not drawn)?
HGIII-sPLA2 inh: 2.5; DAX1 inh-1: -0.1; ssDAF-12 act: -0.9; PG9 binder: -0.9; FXN GAA850 act: 2.4; SMARCA2 activ: -2.7; Rev-erbA mod: -1.0; hcDAF12 agonist: -2.2; PLCb3 inh: 0.2; DAX1 inh-2: -0.7; hgDAF12 agonist: -0.1
